hcGAS inh: inhibitors of human cGAS; actives 0.081% (n = 290,000); Q8N884; inhibition, % at 12.5 µM; recombinant h-cGAS, ATP depletion, Kinase-Glo luminescence;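 note: 0% = vehicle reaction and 100% = reaction without DNA for no activity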
Target sequence (Q8N884 whole entry, looked up): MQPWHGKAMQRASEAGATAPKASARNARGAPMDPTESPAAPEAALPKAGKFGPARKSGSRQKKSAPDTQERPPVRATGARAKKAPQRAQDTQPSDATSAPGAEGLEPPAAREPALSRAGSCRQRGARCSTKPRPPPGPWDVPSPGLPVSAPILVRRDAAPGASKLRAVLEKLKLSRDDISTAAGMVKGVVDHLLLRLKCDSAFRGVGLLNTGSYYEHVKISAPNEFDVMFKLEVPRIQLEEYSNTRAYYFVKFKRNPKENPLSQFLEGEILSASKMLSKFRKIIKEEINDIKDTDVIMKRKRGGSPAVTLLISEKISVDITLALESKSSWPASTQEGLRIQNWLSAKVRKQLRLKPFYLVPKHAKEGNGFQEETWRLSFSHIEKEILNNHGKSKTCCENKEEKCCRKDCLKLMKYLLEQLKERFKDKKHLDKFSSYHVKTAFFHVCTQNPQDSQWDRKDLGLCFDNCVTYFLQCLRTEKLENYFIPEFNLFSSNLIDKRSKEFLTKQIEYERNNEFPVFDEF
mcGAS lum: mouse cGAS inhibition by luminescence; Q8C6L5; recombinant cGAS, Kinase-Glo ATP depletion luminescence; inhibition, % at 12.5 µM; actives 0.15% (n = 160,000); AID 1259399;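 note: 0% = negative control wells and 100% = reference inhibitor with no enzyme activity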
NPYLR7 ag: mosquito NPYLR7 agonism; HEK293T NPYLR7/Galpha15, GCaMP6s calcium fluorescence; activation, % at 10 µM; actives 0.15% (n = 270,000); in the data active = activation above about 40%;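 note: 0% = vehicle and 100% = reference agonist at the receptor; some compounds past the cut are filed as inactive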
Numbers without * were called inactive; nt = no result given; & = joins results of further samples. Cut-off read from the data, not from the text of the source, unless noted: active = inhibition above about 40%; inactive = the rest.

No.	SMILES	hcGAS inh	mcGAS lum	NPYLR7 ag
1	CC(C)NC(=O)c1c(NC(=O)c2cccs2)sc2c1CCCC2	-3	-6	4
2	COc1cccc(CN(Cc2ccc3c(c2)OCO3)CC(C)O)c1OC (stereo not given)	-6	-8	1
3	COc1ccc(-c2[nH]ncc2CNC(Cn2ccnc2)C(C)(C)C)c(OC)c1 (stereo not given)	-11	nt	1
4	Cc1nnc(SCCCNC(=O)c2cn(-c3ccccc3)nn2)s1	-6	-9	-1
5	CC(=O)N1CCN(c2ncccc2CNC(=O)c2cccc3c2OCC3)CC1	-4	-13	1
6	Cc1[nH]c2ccccc2c1SCC(=O)N1CCC(C)CC1	-8	nt	-4
7	COC(=O)c1ccc(CN2CCCCC2C(=O)Nc2ccc(Oc3cccnc3)cc2)cc1 (stereo not given)	-15	-11	2
8	CC(Oc1ccc(Cl)cc1Cl)C(=O)NC(c1ccc(F)cc1)c1nccn1C (stereo not given)	-2	-7	11
9	CCOC(=O)CN(C(=O)N1CCOCC1)[C@@H]1C[C@@H]2CO[C@H](c3ccccc3)C[C@@H]2C1	-3	-6	15
10	CCCCCCCC(=O)N1CCC2(CC1)SCCN2C(=O)c1cccc(OC)c1	-9	-5	-9
11	Cc1cc2c(N=NC(=O)c3ccccc3C)c(O)[nH]c2cc1Br	-7	nt	-3
12	Cc1ccn2c(=O)nc(SCC(=O)NCc3ccccc3)nc2c1	-10	-8	1
13	COc1ccccc1OC1CN(Cc2cnc(N)nc2)C1	-1	nt	3
14	C=CCn1c(SCc2cn3ccsc3n2)nc2sc3c(c2c1=O)CCC(C)C3 (stereo not given)	-5	nt	-12
15	Cc1ccc(-c2ccc(=O)n(CCCNC(=O)Nc3ccc(F)cc3)n2)cc1	-2	nt	0
16	CCOC(=O)C=CC(=O)OCc1cc(=O)n2cc(Br)ccc2n1	-5	-7	2
17	C=CCn1cnnc1SCC(=O)Nc1ccc(Br)c(C)c1	-3	0	-2
18	O=C(OCc1ccccc1)[C@@H]1C[C@@H](O)CN1C(=O)Cc1c(-c2ccccc2)[nH]c2ccccc12	3	nt	7
19	COc1ccc(OCC(O)CN2CCC(=O)N(CC3CC3)CCc3ccccc32)cc1 (stereo not given)	8	0	-4
20	COC(=O)c1ccc2c(c1)nc(N1CCOC(c3ccc(Cl)cc3)C1)n2C (stereo not given)	-10	-12	nt
21	O=c1oc(-c2ccco2)nc2ccc(Br)cc12	11	2	5
22	COc1ccc(/C=N\Nc2nc(N3CCOCC3)nc(N3CCOCC3)n2)c(C(=O)O)c1OC	-7	-9	2
23	CN(Cc1cc2n(n1)CCNC2)Cc1nc2ccccc2c(=O)[nH]1	-5	nt	18
24	NC(=O)C1CCCCN1S(=O)(=O)NCc1ccccc1 (stereo not given)	-1	nt	6

Reformatted in transposed form: part of the list above.
2) COc1cccc(CN(Cc2ccc3c(c2)OCO3)CC(C)O)c1OC (stereo not given)
3) COc1ccc(-c2[nH]ncc2CNC(Cn2ccnc2)C(C)(C)C)c(OC)c1 (stereo not given)
4) Cc1nnc(SCCCNC(=O)c2cn(-c3ccccc3)nn2)s1
5) CC(=O)N1CCN(c2ncccc2CNC(=O)c2cccc3c2OCC3)CC1
6) Cc1[nH]c2ccccc2c1SCC(=O)N1CCC(C)CC1
7) COC(=O)c1ccc(CN2CCCCC2C(=O)Nc2ccc(Oc3cccnc3)cc2)cc1 (stereo not given)
8) CC(Oc1ccc(Cl)cc1Cl)C(=O)NC(c1ccc(F)cc1)c1nccn1C (stereo not given)
9) CCOC(=O)CN(C(=O)N1CCOCC1)[C@@H]1C[C@@H]2CO[C@H](c3ccccc3)C[C@@H]2C1
10) CCCCCCCC(=O)N1CCC2(CC1)SCCN2C(=O)c1cccc(OC)c1
11) Cc1cc2c(N=NC(=O)c3ccccc3C)c(O)[nH]c2cc1Br

| Compound | 2 | 3 | 4 | 5 | 6 | 7 | 8 | 9 | 10 | 11 |
| --- | --- | --- | --- | --- | --- | --- | --- | --- | --- | --- |
| hcGAS inh | -6 | -11 | -6 | -4 | -8 | -15 | -2 | -3 | -9 | -7 |
| mcGAS lum | -8 | nt | -9 | -13 | nt | -11 | -7 | -6 | -5 | nt |
| NPYLR7 ag | 1 | 1 | -1 | 1 | -4 | 2 | 11 | 15 | -9 | -3 |

12) Cc1ccn2c(=O)nc(SCC(=O)NCc3ccccc3)nc2c1
13) COc1ccccc1OC1CN(Cc2cnc(N)nc2)C1
14) C=CCn1c(SCc2cn3ccsc3n2)nc2sc3c(c2c1=O)CCC(C)C3 (stereo not given)
15) Cc1ccc(-c2ccc(=O)n(CCCNC(=O)Nc3ccc(F)cc3)n2)cc1
16) CCOC(=O)C=CC(=O)OCc1cc(=O)n2cc(Br)ccc2n1
17) C=CCn1cnnc1SCC(=O)Nc1ccc(Br)c(C)c1
18) O=C(OCc1ccccc1)[C@@H]1C[C@@H](O)CN1C(=O)Cc1c(-c2ccccc2)[nH]c2ccccc12
19) COc1ccc(OCC(O)CN2CCC(=O)N(CC3CC3)CCc3ccccc32)cc1 (stereo not given)
20) COC(=O)c1ccc2c(c1)nc(N1CCOC(c3ccc(Cl)cc3)C1)n2C (stereo not given)
21) O=c1oc(-c2ccco2)nc2ccc(Br)cc12

| Compound | 12 | 13 | 14 | 15 | 16 | 17 | 18 | 19 | 20 | 21 |
| --- | --- | --- | --- | --- | --- | --- | --- | --- | --- | --- |
| hcGAS inh | -10 | -1 | -5 | -2 | -5 | -3 | 3 | 8 | -10 | 11 |
| mcGAS lum | -8 | nt | nt | nt | -7 | 0 | nt | 0 | -12 | 2 |
| NPYLR7 ag | 1 | 3 | -12 | 0 | 2 | -2 | 7 | -4 | nt | 5 |

22) COc1ccc(/C=N\Nc2nc(N3CCOCC3)nc(N3CCOCC3)n2)c(C(=O)O)c1OC
23) CN(Cc1cc2n(n1)CCNC2)Cc1nc2ccccc2c(=O)[nH]1

| Compound | 22 | 23 |
| --- | --- | --- |
| hcGAS inh | -7 | -5 |
| mcGAS lum | -9 | nt |
| NPYLR7 ag | 2 | 18 |

Continuation:
No.	SMILES	hcGAS inh	mcGAS lum	NPYLR7 ag
25	COc1ccc(/C=C2\C=C(c3ccccc3)N(c3ccc4ncccc4c3)C2=O)cc1Br	-8	-5	-2
26	O=S(=O)(c1ccc(F)cc1F)N1CCN(CC(OCc2c(F)cccc2F)c2ccc(Cl)cc2)CC1 (stereo not given)	0	1	-3
27	COC(=O)c1cccc2c1CCCN2Cc1nc2sc(C(=O)OC)c(C)c2c(=O)[nH]1	-8	nt	4
28	O=C(NCC1(c2ccccc2)CCOCC1)C1CCC(=O)N(C2CC2)C1 (stereo not given)	-8	-10	-2
29	c1ccc(CN(Cc2nccs2)CC2CCOC2)cc1 (stereo not given)	-12	nt	6
30	Cc1ccc(Sc2ccc(CN3CCOC4(CNCCOC4)C3)o2)cc1 (stereo not given)	-11	-11	5
31	O=C(c1ccccc1)N1C2C=CC(C2)N1C(=O)c1ccccc1	-4	nt	-7
32	CCCOC(=O)C1=C(C)N(C)C(=O)NC1c1ccccc1I (stereo not given)	-2	nt	1
33	CS(=O)(=O)NCCN1CCC(CCc2ccc(O)cc2)CC1	-9	nt	4
34	COc1ccccc1C(=O)N1CCC(C(=O)NCCNC(=O)c2ccccc2)CC1	-7	-10	22
35	CCCCOCC(=O)N1CCC2(CC1)CN(C)CCN2C	-3	nt	15
36	CSc1nsc(SC)c1NC(=O)OCCc1ccccn1	6	3	-2
37	CCCC(=O)OCC(O)CN(CCCOC)Cc1c(-c2ccccc2)noc1N(C)C1CCCCC1 (stereo not given)	-6	-6	nt
38	CCOC(=O)c1ccc2c(c1)nc(SCc1ccc(Cl)cc1F)n2Cc1ccccn1	-1	-5	4
39	CC(=O)NCCC1CN(C2CCN(c3ccc(C)cc3)CC2)CCO1 (stereo not given)	-6	-13	11
40	CNS(=O)(=O)c1cc(Cl)cc(Br)c1OC	-6	-7	11
41	Cc1[nH]n(-c2ccc(Cl)cc2)c(=O)c1C1=C(c2c(C)[nH]c3ccccc23)C(=O)N(Cc2ccc(F)cc2)C1=O	-15	-17	0
42	O=c1ccn(CCc2nnc(SCc3ccccc3)o2)c(=O)[nH]1	-5	-7	-1
43	CCOC(=O)CNC(=O)CSc1ccc2nnc(CCNC(=O)c3ccccc3)n2n1	-7	-7	10
44	CCc1nnc2sc(/C=C/c3ccccc3)nn12	-10	nt	18
45	OCc1ccc(-c2cc(NC3CCCC3)nc3[nH]ccc23)c(CO)c1	-9	-12	3
46	Cc1ccc(NS(=O)(=O)c2cc(Cl)ccc2Cl)cc1S(=O)(=O)Nc1ccccc1F	-4	-6	1
47	COCCCNC(=O)C(NC(=O)c1ccc(OC)cc1)C1CCN(C(=O)COC)CC1 (stereo not given)	-4	-5	-3
48	O=C(CN1CN(c2ccccc2)C2(CCN(C(=O)c3cccc(Br)c3)CC2)C1=O)NCCc1ccc(Cl)cc1Cl	-3	-5	33
49	CCCn1nccc1NC(=O)c1ccc(C)s1	-17	nt	1
50	O=C(NCCn1ccnc1)c1cccc(COc2cccc(F)c2)c1	-10	-13	-1
51	CN1C[C@@H]2CC[C@H](CC1=O)N2C(=O)Cn1nc2ccccc2n1	-4	-22	8
52	C=CC(C)(O)CN(Cc1ccccc1)Cc1c(C)nn(-c2ccccc2)c1Oc1ccccc1OC (stereo not given)	-8	-7	9
53	Cc1noc(C)c1CCC(=O)NC1CCCCC1	-1	nt	1
54	O=C(CS(=O)(=O)Cc1ccc(C(F)(F)F)cc1)N1CCc2ccccc2C1	-2	nt	-2
55	O=C(C1CC1)N1CCN(c2nc(-c3cccs3)nc3cc(Cl)ccc23)CC1	-4	-4	5
56	O=C(O)C1CSC(c2ccc3c(c2)OCCO3)N1 (stereo not given)	-7	nt	8
57	N#CC1C(=N)OC2=C(C(=O)CCC2)C1c1cccnc1 (stereo not given)	-7	-7	-11
58	CCOC(=O)c1nn(-c2ccc(C)cc2)c(=O)c2c(NC(=O)c3ccccc3)scc12	-1	-3	-13
59	Cc1ccc(CCNC(=O)c2cc(Cn3ccc4ccccc43)[nH]n2)cc1C	2	5	5
60	N#Cc1cc(NC(=O)c2ccc(F)cc2F)ccc1OCC(F)(F)F	-9	-16	19
61	O=C(Nc1ccc(Oc2ccccc2)nc1)C1CCN(C/C=C/c2ccccc2)CC1	-6	-8	-3
62	CCc1[nH]c2c(CNC(=O)CCn3ccnc3CC)cc(C)cc2c1C	-2	-1	nt
63	CCOc1ccc(S(=O)(=O)NN=C2C=C(C)CC2)cc1	-4	nt	4
64	Cc1c(C(=O)NC[C@H](O)CO)c(-c2ccccc2)nn1-c1ccccc1	-8	-12	-2
65	NCc1ccc(COc2ccccc2)cc1	-5	nt	4
66	C=C1c2ccccc2C(=O)N1CC(=O)Nc1ccc(C(C)C)cc1	-8	nt	2
67	CCCC12CN(C(=O)CCCCCNC(=O)OCc3ccccc3)CC1C(=O)NC(=O)N2 (stereo not given)	-5	-7	-7
68	Cc1cc(-c2c(-c3ccccc3)ncn2Cc2cc(CC(C)C)no2)n[nH]1	-7	-11	27
69	COCCn1cc(NC(=O)NCCc2ccccc2OC)c2ccccc21	-13	nt	8
70	CN(CCC1CCOCC1)C(=O)CCSc1ccc2c(c1)OCCO2	-3	-16	28
71	CCCC(=O)N1CCC1(C)C(=O)NS(=O)(=O)c1cccc(F)c1 (stereo not given)	-7	nt	4
72	COC(=O)CCCC(=O)Nc1ccc(-c2cccc(-c3cccc(OC)c3)n2)cc1	-6	-6	-4
73	C=CCOCC(O)CN(Cc1c(C)nn(-c2ccccc2)c1Oc1ccc(F)cc1F)CC1CCCO1 (stereo not given)	-3	-1	0
74	CC(=O)N1CCC(N2CCOC(CCCc3ccccc3)C2)CC1 (stereo not given)	-10	nt	12
75	CN1CCNC(=O)C1CC(=O)O (stereo not given)	-5	nt	5
76	COc1ccc(Oc2c(CN(CC(C)C)CC(O)COCc3ccccc3)c(C)nn2-c2ccccc2)cc1 (stereo not given)	-4	-5	10
77	CCc1cn[nH]c1NC(=O)C(C)Oc1ccc(C)cc1 (stereo not given)	-7	-15	1
78	CCOc1ccc(S(=O)(=O)NCCn2nc(-c3ccc(OC)cc3)ccc2=O)c(OCC)c1	0	-1	0
79	O=C1CC(N2CCN(Cc3ccccc3)CC2)C(=O)N1c1ccccc1F (stereo not given)	-3	nt	-2
80	COc1ccccc1C(C)Nc1cc(=O)n2ccccc2n1 (stereo not given)	-7&-9	-5	7&1
81	O=C(C1CCN(C(=O)[C@@H]2CCCN2C(=O)Nc2cccc(Cl)c2Cl)CC1)N1CCCCC1	-11	-5	14
82	COc1ccc(C2CC(c3ccc(F)cc3)=NN2C(=O)CN2CCCC2)cc1 (stereo not given)	0	-2	-2
83	Cc1cc(C)n(C(=O)CCCCCCCCC(=O)n2nc(C)cc2C)n1	-2	nt	-7
84	COc1cc(C=NN2CCN(Cc3ccc(C)cc3)CC2)cc(OC)c1O	-3	-5	-3

(further entries)
No.	SMILES	hcGAS inh	mcGAS lum	NPYLR7 ag
85	Cc1ccc(C2(O)CCN(C(=O)c3cnn(-c4ccccn4)c3C)CC2)nc1	-5	nt	-1
86	Cc1ccc(C#N)c(Cl)n1	4	nt	-3
87	COc1ccc(CC(=O)NCC2CCCN(Cc3ccc(C4CCCC4)s3)C2)cc1 (stereo not given)	1	-5	2
88	COc1cc(OC)cc(C(=O)N2CCN(c3nccc(-c4cccc(C(F)(F)F)c4)n3)CC2)c1	1	2	3
89	N#Cc1cccc(S(=O)(=O)Nc2ccccc2Oc2ccccc2)c1	-5	nt	0
90	COc1nn(C)cc1C(=O)Nc1cc(C)ccc1C	-4	nt	2
91	C=CCNC(=O)Cn1c(CO)cnc1SCc1ccc(C)cc1	-6	nt	7

Screens as filed in PubChem BioAssay.
